CBFb RUNX1 block: qHTS Assay for Compounds Blocking the Interaction Between CBF-beta and RUNX1 for the Treatment of Acute Myeloid Leukemia; AlphaScreen CBFb-His/RUNX1-biotin binding, biochemical; Potency, µM (top dose mostly 59.8 µM), for inactives: top-dose activity, negative = inhibition, actives largely listed as inhibitors; 230,000 tested, under 10 active; note: % of control where 0% means no effect
Target sequence (Q01196 whole entry, looked up): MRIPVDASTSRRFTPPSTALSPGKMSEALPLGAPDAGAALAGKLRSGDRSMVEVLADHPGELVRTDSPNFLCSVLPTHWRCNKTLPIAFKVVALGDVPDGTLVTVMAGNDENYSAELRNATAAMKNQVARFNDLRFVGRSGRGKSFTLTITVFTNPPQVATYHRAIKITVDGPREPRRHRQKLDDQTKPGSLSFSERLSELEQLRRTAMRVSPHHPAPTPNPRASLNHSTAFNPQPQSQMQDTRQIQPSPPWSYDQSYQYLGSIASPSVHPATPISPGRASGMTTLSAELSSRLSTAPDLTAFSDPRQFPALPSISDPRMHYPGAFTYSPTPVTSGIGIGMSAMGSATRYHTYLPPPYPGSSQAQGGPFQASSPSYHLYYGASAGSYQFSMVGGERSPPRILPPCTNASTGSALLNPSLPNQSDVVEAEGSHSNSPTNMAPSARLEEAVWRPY
Target sequence (Q13951 whole entry, looked up): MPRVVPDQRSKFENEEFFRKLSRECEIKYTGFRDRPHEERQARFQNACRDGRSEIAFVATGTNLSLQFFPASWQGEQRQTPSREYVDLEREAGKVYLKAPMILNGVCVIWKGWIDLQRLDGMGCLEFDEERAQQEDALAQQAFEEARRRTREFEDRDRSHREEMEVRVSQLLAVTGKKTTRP
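CBF-beta (His) and RUNX1 (biotin), 30 nM each; 20 min preassociation; + compound, 15 min; + beads 50 ng each (Ni, streptavidin), 90 min; RT; AlphaScreen read.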
Luc counter: Counterscreen for Luciferase (Kinase-Glo TM) Inhibition | Luciferin 4-monooxygenase (Photuris pensylvanica), Q27757 | Kinase-Glo luciferase, ATP luminescence, 8 min | Potency, µM (series often up to 38.3 µM), for the others: at the top dose activity change, negative = inhibition, actives largely listed as inhibitors | 200,000 compounds, 0.28% hits; note: potency is the fitted concentration of half-maximal effect; % is set by controls: 0 for no effect and ±100 for the full control effect; nearly all actives have a fitted effect of over 60% in size
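Kinase-Glo luciferase light output from ATP and luciferin was measured with 10 uM ATP, within the enzyme's linear range. Buffer: 50 mM imidazole pH 7.2, 50 mM KCl, 7 mM MgCl2, 0.01% Tween 20, 0.05% BSA; luminescence read after 8 min at ambient temperature.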
HTT cytoprotect: qHTS Multiplex Assay to Identify Dual Action Probes in a Cell Model of Huntington: Cytoprotection (ATP); PC12 HTT-Q103 induced, cytoprotection, ATP luminescence, 40 h; Potency, µM (highest dose often 56.4 µM), for inactives: cytoprotection (ATP increase), hits mostly activators; 230,000 compounds, 0.14% hits; AID 1471, 2008;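 note: potency is the fitted concentration of half-maximal effect; % of control where 0% means no effect; nearly all actives have a fitted effect of over 45% in size; toxic huntingtin expression switched on by the ecdysone agonist tebufenozide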
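Rat PC12, Q103 Htt exon1-GFP fusion, ecdysone promoter; tebufenozide inducer 100 nM final; compound titration; qHTS, 1500 cells/well; ATPlite luminescent read.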
IMPase Li cell: qHTS Assay for Identifying the Cell-Membrane Permeable IMPase Inhibitors: Potentiation with Lithium. CHO-M1 cells, IP1 TR-FRET (IP-One), carbachol + lithium. 210,000 compounds, 0.35% hits. AID 1457, 2008. Potency, µM (doses to about 59.4 µM), for inactives: at the highest dose activity, negative = IMPase inhibition, hits mostly inhibitors;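 note: IP1 builds up when IMPase is blocked and the TR-FRET signal falls; potency is the fitted concentration of half-maximal effect; plate controls were basal vehicle for no effect and high inhibitor control for full effect; nearly all actives have a fitted effect of over 50% in size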
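CHO-M1, 2000 cells/well, 16–30 h culture; cpd + low Li+, 30 min 37C; lysis with d2-IP1/Eu-anti-IP1 Ab, 10 min RT; TR-FRET 665/620 ratio and 620 channel; AC50 via Hill.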
HttQ103 aggreg: qHTS Multiplex Assay to Identify Dual Action Probes in a Cell Model of Huntington: Aggregate Formation (GFP) | PC12 HttQ103-GFP aggregates, Acumen cytometry, 40 h | AID 1688, 2009 | 220,000 compounds, 1.1% hits | Potency, µM (highest dose often 46.1 µM), for the others: at the highest dose activity change, negative = inhibition, usual class: inhibitors; note: potency is the fitted concentration of half-maximal effect; % is set by controls: 0 for no effect and ±100 for the full control effect; nearly all actives have a fitted effect of over 60% in size
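Multiplexed with ATP-based cell death, this channel scores GFP aggregates in PC12 cells expressing inducible HTTex1-Q103-GFP. Induction used 100 nM tebufenozide; compounds were tested in concentration series.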
LMNA splice mod: qHTS Assay for Modulators of Lamin A Splicing. 200,000 compounds, 0.01% hits. Potency, µM (top dose mostly 46.1 µM), for the others: at the highest dose ratio change, negative = inhibition, usual class: inhibitors. AID 1487, 2009. HeLa LMNA splicing GFP/RFP minigene ratio, 48 h; active = well fitted inhibition curve with a large enough effect in the signal ratio, with a control signal flat, not every such curve was filed as active; inconclusive = small, poorly fitted or top-dose-only effect, or effect the other way, or a change in a side signal; the % refers to the signal ratio; note: potency is the fitted concentration of half-maximal effect; % is set by controls: 0 for no effect and ±100 for the full control effect
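S3 HeLa cells stably expressing lamin A-EGFP splicing minigene plus DsRed2, 600 cells/well, 48 h compound exposure at 37C. Laser-scanning cytometry; analysed as GFP (500-530 nm)/RFP (575-640 nm) total intensity ratio; 0.5% DMSO vehicle.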
SMN2 splice up: qHTS Assay for Enhancers of SMN2 Splice Variant Expression; HEK293 SMN2-luciferase splicing reporter, luminescence, 30-36 h; 210,000 compounds, 2.8% hits; Potency, µM (doses to about 46.1 µM), for the others: at the top dose activity change, positive = activation, most hits filed as activators; AID 1458, 2008; note: potency is the fitted concentration of half-maximal effect; % of control where 0% means no effect; nearly all actives have a fitted effect of over 55% in size
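HEK293 cells carry an SMN2 […]–luciferase reporter in which exon 7 inclusion puts luciferase in frame. Cells were plated 10-12 h before compound addition, then incubated 30-36 h at 37C. ONE-Glo luminescence was read; sodium butyrate at 4.5 mM final served as control.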
Active calls of the source: *; ? = inconclusive; / = no result given; & = joins results of further samples; [ ] = another dose, or the depositor's remark. Unless noted, calls come from the whole dose curve; as a rule, active = well fitted curve in the direction sought with a large enough effect; inconclusive = small, poorly fitted or top-dose-only effect, or another doubt; inactive = no such curve, though single readings can be large; an effect the other way counts as inactive or inconclusive. No enrichment for hits; about 4% have a hit in one of these screens.

item | mol | CBFb RUNX1 block | Luc counter | HTT cytoprotect | IMPase Li cell | HttQ103 aggreg | LMNA splice mod | SMN2 splice up
1 | COc1ccc(CCNC(=O)[C@@H](NC(=O)c2ccccc2F)C(C)C)cc1OC | 3% | 3% | 31%[10 µM] | 4% | -7% | -30%[46 µM] | -1%
2 | O=C(COC(=O)CCCSc1nc2ccccc2[nH]1)Nc1cccc(F)c1 | -4% | / | -19%[10 µM] | / | 19% | -4% | /
3 | COc1ccccc1CN(C(=O)Cc1cccs1)C(C(=O)NC1CCCC1)c1ccncc1 (stereo not given) | 2% | 0% | -28% | 19%[38.3 µM] | -5% | -14%[0.0737 µM] | -8%
4 | O=C(Nc1ccc2c(c1)C(=O)NC2=O)c1ccc(Cl)s1 | 11% | / | 6%[10 µM] | -6% | 6%[9.22 µM] | / | /
5 | COc1cccc(C(=O)N(CN2CCCC2=O)c2cccc(Cl)c2)c1 | 5% | 1% | -11%[0.074 µM] | -5%[38.3 µM] | -3% | 15%[0.0737 µM] | 2%
6 | COC(=O)[C@@]1(Cc2ccc(OC)cc2)[C@H]2c3cc(C(=O)N(C)C)n(Cc4nc5ccccc5[nH]4)c3C[C@H]2CN1C(=O)c1ccccc1 | 2% | 0% | -6% | -6% | / | / | -5%
7 | Clc1ccc(C2=NCCN2)cc1 | 0% | 0% | -17%[1.9 µM] | 5% | -9%[9.22 µM] | ? | -5%
8 | O=C(COC(=O)CNC(=O)c1cccc([N+](=O)[O-])c1)Nc1cccc(S(=O)(=O)N2CCCCC2)c1 | -9% | 3% | 1%[1.9 µM] | 25% | 2% | 1% | -2%
9 | CCOC(=O)c1c(NC(=O)C2COc3ccccc3O2)sc2c1CCN(Cc1ccccc1)C2 (stereo not given) | -8% | 3% | 0%[10 µM] | 5% | -24% | ? | -38%[inhibitor]
10 | CCOC(=O)N1CCN(S(=O)(=O)c2c(C)cc(C)cc2C)CC1 | 4% | 8% | -12%[10 µM] | 7%[38.3 µM] | -13% | -6% | 3%
11 | COc1ccc(NC(=O)C2CCCN(S(=O)(=O)c3c(C)[nH]c(=O)[nH]c3=O)C2)cc1OC (stereo not given) | -4% | 1% | 12% | -8% | -3% | / | 12%&-7%
12 | CC(C)CCOC(=O)/C=C/c1ccccc1 | 3%[21.7 µM] | / | 1% | -1% | / | / | -2%
13 | Cc1nc(-c2nc(-c3c(C(=O)NN)noc3C)cs2)cs1 | -8% | 0% | -34%[inhibitor] | 2% | 15% | 5%[46 µM] | ?
14 | COc1cc(C=C2C(=O)OC(C)(C)OC2=O)cc(Cl)c1OCC(=O)Nc1ccccc1 | 9% | 1% | -10% | -1% | -14% | / | /
15 | O=C(O)c1ccc(/C=N\N=C2c3ccccc3-c3ccccc32)cc1 | / | -6%[7.66 µM] | -8%[10 µM] | 3% | / | / | -10%[9.22 µM]
16 | CCn1c(-c2cc(-c3ccc(C)cc3)nc3ccccc23)n[nH]c1=S | -10% | -2% | 8%[10 µM] | 6% | 2% | ? | 5%
17 | COc1cccc(C(=O)N2CCn3c2nc2ccccc23)c1 | 3% | 1% | / | 6% | / | 2%[46 µM] | 25%
18 | CCN1/C(=N\N)c2cccc3cccc1c23 | -1% | -16% | -1%[10 µM] | -1% | 18% | / | -4%
19 | CN(C)c1cccc(C(=O)OCC(=O)NCc2ccco2)c1 | -15% | -1% | 0%[10 µM] | -3% | -7% | -8% | 12%
20 | CSCCNC(C)=O | 3% | -1% | -7% | 21%[38.3 µM] | 12% | 0% | 1%

Quoted from the listing:
For CBFb RUNX1 block, O=C(COC(=O)CNC(=O)c1cccc([N+](=O)[O-])c1)Nc1cccc(S(=O)(=O)N2CCCCC2)c1 reads -9%
For IMPase Li cell, CCN1/C(=N\N)c2cccc3cccc1c23 reads -1%

(next part)
item | mol | CBFb RUNX1 block | Luc counter | HTT cytoprotect | IMPase Li cell | HttQ103 aggreg | LMNA splice mod | SMN2 splice up
21 | CCCCc1c(O)nc(SCC(=O)c2ccccc2)n(-c2ccccc2OC)c1=O | 2% | / | 17%[10 µM] | / | 11%[9.22 µM] | / | /
22 | CNCCCOc1ccc2c(c1)CCC2 | -6% | -2% | -3%[10 µM] | 8% | -3%[9.22 µM] | / | 11%
23 | COC(=O)C(C(=O)OC)[C@@H](NC=O)c1ccccc1 | -4% | 0% | -30%[inhibitor] | 8% | / | / | -5%
24 | CCC(C)C1C(C#N)=C(N)OC2=C1C(=O)CC(C)(C)C2 (stereo not given) | -9% | -2% | -6% | 4% | -30% | -10% | -18%
25 | Cc1nc2ccccc2n1CCc1nc2c3ccccc3nc(=S)n2[nH]1 | -6% | -9% | 1% | -4%[38.3 µM] | -6% | 1% | 2%
26 | Cc1nnsc1-c1c(C(=O)N2CCOCC2)c(C)nn1-c1ccccc1 | 0% | / | -4%[10 µM] | / | -14%[9.22 µM] | / | /
27 | O=C(Nc1ccc(F)cc1)c1ccccc1F | -2% | -10% | -24% | -11%[38.3 µM] | 1% | ? | 7%
28 | CCn1nc(NC(=O)c2ccncc2)c2cc3cccc(C)c3nc21 | 3% | -5% | -10%[0.074 µM] | 4%[38.3 µM] | 9%[9.22 µM] | ? | -19%
29 | CCC(Cc1ccccc1)NC(=O)C1=C(C)C(=O)OC12CCC(C)CC2 (stereo not given) | 17% | 1% | -6% | 0% | -2% | ? | 3%
30 | O=C(CN1C(=O)C2C3CCC(C3)C2C1=O)N1CCN(Cc2ccccc2)CC1 (stereo not given) | 0% | 0% | 21%[10 µM] | 8% | 5%[9.22 µM] | ? | ?
31 | O=C(CSc1nnc(-c2ccccc2)n1-c1ccccc1)NCc1ccco1 | 3% | 0% | -6% | -76%[38.3 µM] | -4% | -8% | -5%
32 | OCCC1CN(Cc2cccn2-c2cccnc2)CCN1Cc1ccc(F)cc1 (stereo not given) | -1% | 0% | 25%[10 µM] | 6% | 15%[9.22 µM] | -2%[46 µM] | /
33 | CCOC(=O)C1CCCN(C(=O)Cn2nc(Cc3cccnc3)c3ccccc3c2=O)C1 (stereo not given) | 6% | 0% | -18% | -8%[38.3 µM] | -17% | 6% | -3%
34 | CSCCC(NC(=O)c1ccc(Cl)cc1)C(=O)OCC(=O)Nc1cc(Cl)ccc1C (stereo not given) | -1% | -3% | 5%[1.9 µM] | 4% | -21% | 0% | 0%
35 | COc1ccccc1C1CC(c2ccco2)=NN1S(C)(=O)=O (stereo not given) | 2% | -3% | 9%[10 µM] | 5% | -2%[9.22 µM] | / | 9%
36 | O=C1NC[C@@H](Cc2ccc(O)cc2)N(CCc2cccc3ccccc23)C1=O | 7% | / | 10%[10 µM] | / | -25%[9.22 µM] | / | /
37 | Cc1cc(=O)oc2cc(OC(=O)c3nn(C(C)C)c(=O)c4ccccc34)ccc12 | -14% | -1% | 5%[10 µM] | -24% | -5% | 0% | 0%
38 | CCN(CC)c1nc(N)c([N+](=O)[O-])c(NCCO)n1 | -2% | -2% | 20%[10 µM] | -5% | 8% | -4% | 4%
39 | CC(=O)c1c(OC(=O)c2ccc(C)cc2)c2ccccc2n1C | 13% | 6% | -5%[10 µM] | 23% | 4% | 7% | 29%
40 | CC(C)(C)c1ccc(C(=O)CC(Sc2ccc(Cl)cc2)C(=O)O)cc1 (stereo not given) | 2% | 1% | / | 15% | -27% | ? | -10%
41 | COc1ccc(C(=O)N/C(=C/c2cccnc2)C(=O)NCc2ccco2)cc1OC | 7% | / | 13%[10 µM] | / | 0%[9.22 µM] | / | /
42 | O=C(Nc1ccc(Cl)cc1)C1=Cc2cc(Cl)ccc2OC1 | 10% | 0% | 2% | 30%[activator][38.3 µM] | ? | -10% | 27%
43 | CCCCC(=O)Nc1ccc(N2CCN(S(C)(=O)=O)CC2)cc1 | 2% | 3% | 6%[0.074 µM] | 7%[38.3 µM] | 14% | -9% | 22%
44 | O=C(CSc1nnc(Cc2cc(=O)[nH]c(=O)[nH]2)n1-c1ccccc1)N1CCCC1 | 4% | 0% | 2% | 3%[38.3 µM] | 11% | 12% | -5%
45 | O=c1cc(-c2ccccc2)[nH]n1-c1nc2ccccc2s1 | -12% | 1% | -15% | 0%[38.3 µM] | ? | ? | -1%
46 | CC(C)CC(N=C1NC(C)(C)Cc2ccccc21)C(=O)O (stereo not given) | 4% | 5% | -8%[1.9 µM] | -7% | 7% | -7% | /
47 | COc1ccc(C(=O)Nc2cccc(-c3ccc4nncn4n3)c2)cc1OC | 4% | 0% | -50%[inhibitor] | -10% | -17% | / | 17%

By substructure: those above with an NH in an aromatic ring
item | mol | CBFb RUNX1 block | Luc counter | HTT cytoprotect | IMPase Li cell | HttQ103 aggreg | LMNA splice mod | SMN2 splice up
2 | O=C(COC(=O)CCCSc1nc2ccccc2[nH]1)Nc1cccc(F)c1 | -4% | / | -19%[10 µM] | / | 19% | -4% | /
6 | COC(=O)[C@@]1(Cc2ccc(OC)cc2)[C@H]2c3cc(C(=O)N(C)C)n(Cc4nc5ccccc5[nH]4)c3C[C@H]2CN1C(=O)c1ccccc1 | 2% | 0% | -6% | -6% | / | / | -5%
11 | COc1ccc(NC(=O)C2CCCN(S(=O)(=O)c3c(C)[nH]c(=O)[nH]c3=O)C2)cc1OC (stereo not given) | -4% | 1% | 12% | -8% | -3% | / | 12%&-7%
16 | CCn1c(-c2cc(-c3ccc(C)cc3)nc3ccccc23)n[nH]c1=S | -10% | -2% | 8%[10 µM] | 6% | 2% | ? | 5%
25 | Cc1nc2ccccc2n1CCc1nc2c3ccccc3nc(=S)n2[nH]1 | -6% | -9% | 1% | -4%[38.3 µM] | -6% | 1% | 2%
44 | O=C(CSc1nnc(Cc2cc(=O)[nH]c(=O)[nH]2)n1-c1ccccc1)N1CCCC1 | 4% | 0% | 2% | 3%[38.3 µM] | 11% | 12% | -5%
45 | O=c1cc(-c2ccccc2)[nH]n1-c1nc2ccccc2s1 | -12% | 1% | -15% | 0%[38.3 µM] | ? | ? | -1%
